Assay outcomes (PubChem BioAssay)
FBPA Giardia inh: inhibitors of Giardia lamblia fructose-1,6-bisphosphate aldolase | Potency, µM (series often up to 59.6 µM), for the others: top-dose activity, negative = inhibition, hits mostly inhibitors | AID 2451 | purified Giardia FBPA | A8B2U2 | actives 0.71% (n = 290,000); further: potency means the concentration at half of the fitted maximal effect; on the % scale 0 is the no-effect control and ±100 the full control effect; nearly all actives have a fitted effect of over 55% in size
Target sequence (A8B2U2 whole entry, looked up): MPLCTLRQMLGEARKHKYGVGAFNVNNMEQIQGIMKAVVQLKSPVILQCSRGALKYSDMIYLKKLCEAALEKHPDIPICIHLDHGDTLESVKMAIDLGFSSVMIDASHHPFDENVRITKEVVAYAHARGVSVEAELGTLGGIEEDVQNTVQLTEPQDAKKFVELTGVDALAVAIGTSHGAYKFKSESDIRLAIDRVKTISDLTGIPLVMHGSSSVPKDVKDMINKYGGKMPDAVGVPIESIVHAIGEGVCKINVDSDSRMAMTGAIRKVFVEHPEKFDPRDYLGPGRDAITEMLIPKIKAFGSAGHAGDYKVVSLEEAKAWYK
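40 nM FBPA preincubated 10 min at RT with compound (up to 57.5 uM final), then substrate plus GAPDH/TPI/NAD/arsenate coupling and diaphorase/resazurin added. Fluorescence read after 20 min at RT, 525/598 nm.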
Shiga toxin inh: inhibitors of Shiga toxin in Vero cells; Vero cells, Shiga toxin protein synthesis inhibition reporter; inhibition, % at 38.7 µM; actives 9.2% (n = 290,000); AID 2315; in the data active means inhibition mostly above about 28%, no sharp cut-off; inactive means mostly below about 43%; further: 0% is about no effect
Pf growth 48h: inhibits P. falciparum growth in the first generation, 48 h; P. falciparum luciferase growth in erythrocytes, 48 h; Potency, µM (highest dose often 28.7 µM), for the others: at the highest dose activity change, negative = inhibition, most hits filed as inhibitors; actives 5.9% (n = 310,000); further: potency means the concentration at half of the fitted maximal effect; on the % scale 0 is the no-effect control and ±100 the full control effect
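Cell-based growth assay: transgenic P. falciparum expressing firefly luciferase, cultured in red cells within RPMI 1640 containing 0.5% w/v Albumax, 24 mM bicarbonate and gentamycin. A drop in luciferase activity indicates inhibition.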
CHX counter: counter-screen hit for Shiga toxin inhibitors, cycloheximide; cell reporter, cycloheximide protein synthesis inhibition counterscreen; max response, %; actives 12% (n = 300,000); in the data active means max response mostly above about 13%, no sharp cut-off; inactive means mostly below about 14%; further: read at 38.3 µM for the half of the compounds with a filed dose; 0% is about no effect
Sm TGR block: inhibitors of Schistosoma mansoni thioredoxin glutathione reductase | Q962Y6 | purified TGR, DTNB reduction, TNB absorbance 405 nm | Potency, µM (top dose mostly 114 µM), without a hit: at the highest dose activity change, negative = inhibition, most hits filed as inhibitors | actives 3% (n = 360,000); further: potency means the concentration at half of the fitted maximal effect; on the % scale 0 is the no-effect control and ±100 the full control effect; nearly all actives have a fitted effect of over 60% in size
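Kinetic colorimetric format: TGR-catalysed, NADPH-driven DTNB reduction monitored via TNB absorbance. Enzyme dispensed at 20 nM; compound exposure 15 min at room temperature before reaction start.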
Pf growth 96h: inhibits malaria parasite growth, 96 h | P. falciparum luciferase reporter growth, 96 h | Potency, µM (top dose mostly 28.7 µM), for inactives: top-dose activity change, negative = inhibition, most hits filed as inhibitors | actives 6.9% (n = 320,000) | AID 504834; further: potency means the concentration at half of the fitted maximal effect; on the % scale 0 is the no-effect control and ±100 the full control effect
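Erythrocytes infected with luciferase-expressing P. falciparum were dispensed at 2% hematocrit and 0.05% parasitemia (final), then incubated with compounds 96 hours at 37 C in 5% CO2. Luminescence after detection reagent addition reported growth.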
Starred values were filed as active, the others as inactive; i = inactive; ? = inconclusive; · = not tested or not shown; [ ] = dose if it differs, or a comment. Unless noted, the call rests on the fitted dose curve; in most records, active means well fitted curve in the direction sought with a large enough effect; inconclusive means small, poorly fitted or top-dose-only effect, or another doubt; inactive means no such curve, though single readings can be large; an effect the other way counts as inactive or inconclusive.

molecule,Shiga toxin inh,Pf growth 48h,Pf growth 96h,CHX counter,FBPA Giardia inh,Sm TGR block
C[C@H]1NC(=O)[C@@]2(C)[C@@H](c3ccccc3)[C@H]3COc4ccccc4[C@@H]3N2C1=O,·,14%,25%,·,·,-23%
N#Cc1nc(-c2ccccc2F)oc1NCCN1CCOCC1,1,·,9.3µM*,-3,0%,?
Fc1ccc(COc2ccc(C(=S)N3CCCC3)cc2)cc1,59*,37%[activator],?,53*,7%,19%
C/C(=N\O)c1ccn(S(=O)(=O)c2ccc(Cl)cc2)c1,-4,-2%,-23%,1,-7%,0%
CC(C)(C)[C@@H](O)C(Cc1ccc(Cl)cc1)n1cncn1 (some centres not stated),-1,·,·,0,5%,·
Cn1cccc1/C=C1\SC(=Nc2ccc(O)cc2)NC1=O,37*,?,?,44*,0%,-26%
O=C(NC1(C(F)(F)F)N=C2SCCN2C1=O)c1ccccc1 (configuration not stated),-8,19%,50%[activator],-1,-2%,-2%
Cc1cccc(NC(=O)C2Cc3ccccc3O/C2=N\O)c1 (configuration not stated),63*,55%[activator],1%,27*,2%,6%
CSc1ncccc1C(=O)OCc1cccc([N+](=O)[O-])c1,-10,15%,18%,2,4%,-3%
CCOC(=O)C1(Cc2ccc(Cl)cc2)CCN(Cc2cnc(N)nc2)CC1,8,-17%,12%,-1,-1%,-6%
C#Cc1ccc([C@@H]2C=C(C(=O)N3CCN(Cc4ccc5c(c4)OCO5)CC3)O[C@H](OCC)[C@H]2CCCO)cc1,-5,-79%,-20%,1,-9%,-9%
O=C(Sc1cccc2cccnc12)c1ccc(F)cc1,28,6.6µM*,?,10,?,?
CCCCCC(=O)OC(CN1CCCCC1)CN1CCCC1=O (configuration not stated),-8,15%,10µM*,7,-4%,1%
COC(=O)C1=CN(C2CCCCC2)C=C(C(=O)OC)C1c1ccc2c(c1)OCO2,13,?,-18%,-1,-6%,0%
CCc1nnc(NC(=O)[C@@H](NC(=O)c2cc(OC)cc(OC)c2)C(C)C)s1,-13,2%,-16%,5,3%,-3%
CC(OC(=O)c1ccccc1NS(=O)(=O)c1cccc(N)c1)C(=O)N(C)Cc1ccccc1 (configuration not stated),6,?,?,6,-7%,1%
O=C(COC(=O)CNC(=O)c1sc2ccccc2c1Cl)Nc1c(Cl)cc(Cl)cc1Cl,-12,-13%,-10%,-5,7%,-1%
CSc1ccccc1NC(=O)CN(C)CC(=O)Nc1ccccc1C(F)(F)F,24,-26%,-30%,-5,-13%,-3%
CNC(=S)NNC(=O)c1cc(-c2cccnc2)nc2ccccc12,27,5%,?,17,·,?
Cc1ncc(S(=O)(=O)c2ccccc2)c(-c2ccc(Cl)cc2Cl)n1,-5,-8%,-7%,3,-9%,9%
Cc1cc(OCC(=O)NCCN2CCOCC2)cc(C)c1Cl,3,-3%,21%,4,10%,4%
COc1ccc(Br)cc1CN1CCC(N2CCCC2)CC1,-13,9.3µM*,?,-2,?,1%
O=C(NC1CCS(=O)(=O)C1)C1CCCCN1S(=O)(=O)c1ccc(Cl)cc1 (configuration not stated),-4,-15%,75%[activator],-2,-2%,-18%
Cc1nn(Cc2ccccc2Cl)c(Cl)c1/C=C/C(=O)OCC(=O)NC1CCS(=O)(=O)C1 (configuration not stated),-8,?,12%,-3,14%,2%
Cc1ccc(Nc2nc(-c3ccc(S(=O)(=O)N4CCOCC4)cc3)cs2)cc1Cl,34,10µM*,-11%,15,2%,7%

Copied from the list:
Pf growth 96h, C#Cc1ccc([C@@H]2C=C(C(=O)N3CCN(Cc4ccc5c(c4)OCO5)CC3)O[C@H](OCC)[C@H]2CCCO)cc1 = -20%
Shiga toxin inh, O=C(Sc1cccc2cccnc12)c1ccc(F)cc1 = 28
CHX counter, Cc1nn(Cc2ccccc2Cl)c(Cl)c1/C=C/C(=O)OCC(=O)NC1CCS(=O)(=O)C1 (configuration not stated) = -3
Sm TGR block, COc1ccc(Br)cc1CN1CCC(N2CCCC2)CC1 = 1%

Back to the main list; the 2 compounds before the break are reprinted first.
molecule,Shiga toxin inh,Pf growth 48h,Pf growth 96h,CHX counter,FBPA Giardia inh,Sm TGR block
Cc1nn(Cc2ccccc2Cl)c(Cl)c1/C=C/C(=O)OCC(=O)NC1CCS(=O)(=O)C1 (configuration not stated),-8,?,12%,-3,14%,2%
Cc1ccc(Nc2nc(-c3ccc(S(=O)(=O)N4CCOCC4)cc3)cs2)cc1Cl,34,10µM*,-11%,15,2%,7%
CCOc1ccc(C2C(C#N)=C(N)Oc3cc(C)n(CCN4CCOCC4)c(=O)c32)cc1OCC (configuration not stated),-5,13%,17%,-4,1%,0%
Cc1cccc(OCc2nnc(SCc3nc4cc(C(F)(F)F)ccc4c(=O)[nH]3)o2)c1,11,-15%,-29%,-1,6%,0%
CC(NC(=O)c1cc(COc2cccc(C(F)(F)F)c2)on1)c1nccs1 (configuration not stated),57*,15%,33%[activator],43*,·,-13%
CCOC(=O)C1(Cc2ccccc2)CCN(Cc2cccc(OC)c2O)CC1,-3,?,10µM*,2,-7%,2%
CCOC(=O)C1ON2CCCCC2C1(O)C(F)(F)F (configuration not stated),15,5%,21%,10,1%,2%
O=C(O)c1ccc(/C=C2\SC(=S)N(NC(=O)c3ccccc3[N+](=O)[O-])C2=O)cc1,-5,20%,?,5,?,-18%
CNc1c(NC(=O)COc2ccc(Cl)cc2)c(=O)oc2ccccc12,21,10µM*,?,23,2%,0%
Cc1ccc(NC(=O)c2snnc2C)cc1Cl,26,19%,?,12*,-1%,2%
CCOc1ncccc1C(=O)OCC(=O)Nc1cccc(S(N)(=O)=O)c1,7,10%,19%,16,3%,43%[activator]
Cc1c(C(=O)NCc2ccccn2)oc2ccccc12,39*,69%[activator],13%[5.75 µM],32*,5%,4%
COCCNCCCCSc1ccc(Cl)cc1,-4,?,28%,-1,?,·
COc1cc(OC)cc(OC(=O)C2CCN(C3=NS(=O)(=O)c4ccccc43)CC2)c1,·,23%,4%,·,·,-27%
COc1ccc(N=CC2=C(O)CC(C)(C)CC2=O)cc1OC,11,4%,-19%,2,-10%,-5%
CCOc1cc2oc(=O)c3c(c2cc1Cl)CCC3,-11,21%,?,0,4%,4%
O=c1[nH]c(=S)n(-c2ccccc2)c(O)c1/C=N/N1CCOCC1,-6,5%,54%[activator],1,-15%,4%
COc1ccc(-c2noc(-c3ccccc3Cl)n2)cc1OC,65*,224%[activator],·,56*,-3%,3%
O=C(c1nn2c(C(F)(F)F)cc(-c3cccs3)nc2c1Cl)N1CCCc2ccccc21,80*,28%,10µM*,48*,-6%,-17%
Brc1cccc(-c2nnc(SCc3nc4ccccc4[nH]3)o2)c1,8,26%,-3%,10,-8%[12.9 µM],8%
O=C(NCc1ccco1)C1CCCN(S(=O)(=O)c2cccc3cccnc23)C1 (configuration not stated),-6,·,?,0,4%,-33%
O=S(=O)(NC1C2CC3CC(C2)CC1C3)c1ccc(F)cc1 (configuration not stated),·,-13%,?,·,·,-3%
O=C(Cn1nc(Cc2cccnc2)c2ccccc2c1=O)N1CCN(c2ccccn2)CC1,-7,·,45%[activator],8,-1%,5%
O=c1[nH]c2cc(Cl)ccc2n1-c1ccccc1,-27,2%,31%[activator],-2,0%,-29%
Oc1ccc2ccccc2c1N=Nc1nccs1,14,13µM*,9.3µM*,11,13µM*,18µM*
C/C(=N\NC(=O)c1ccc2ccccc2c1)c1cccs1,94*,153%[activator],-14%,45*,·,7%
COc1ccc(-c2cc(C(=O)N3CCC3)c3ccccc3n2)cc1OC,·,?,-27%,·,·,-3%
CCOc1cc(NC(=S)NCCOC)c(OCC)cc1NC(=O)c1ccco1,-10,-25%,?,-9,-4%,·
CCOC(=O)c1ccc(NC(=O)Nc2ccc(Cl)cn2)cc1,18,-7%,?,-3,22%,7%
COc1ccccc1C(=O)Nc1nc(N)n(-c2ccccc2)n1,2,0%,218%[activator],7,7%,-18%
CC(=O)N1CCN=C1SCc1cccc(C)c1,-11,21%,-10%,-8,·,6%
CC(C)CNC(=O)c1cc([N+](=O)[O-])ccc1N1CCCCC1,0,5%,6%,-4,2%,-8%
CC(=O)c1ccc(NC(=O)CN(c2c(C)cccc2C)S(C)(=O)=O)cc1,99*,27%,?,23*,-9%,-11%
CCC(C(=O)NCCC(C)C)N(Cc1ccccc1Cl)C(=O)c1snc(C(N)=O)c1N (configuration not stated),-5,?,-17%,-2,6%,-6%
Cc1[nH]c2ccc(F)cc2c1CCN(Cc1ccncc1)C(=S)Nc1ccc(F)cc1,-8,?,?,-1,-6%,5%
COc1cccc(NC(=O)CN(C)C(=O)CSc2ncnc3sc(C)c(C)c23)c1,·,9%,12%,·,·,3%
COCCN(Cc1cc2cccc(C)c2n2nnnc12)C(=O)C(F)(F)F,-9,-31%,5%,-5,17%,-1%
CC(C)C(=O)Nc1c2c(nn1-c1ccccc1)CSC2,-1,7%,?,-2,·,1%
Cc1ccc(SCn2nnc3ccccc3c2=O)c(C)c1,118*,i,189%[activator],51*,-11%,6%
O=C(O)c1ccc(N/N=C/c2ccc(OC(=O)c3ccccc3Cl)cc2)cc1,19,41%[activator],158%[activator],21*,9%,-1%
c1cnc2ncc3sccc3c2c1,1,6%,-20%,-1,-4%,0%
CCOC(=O)NC(NC(=O)OCC)C(=O)c1ccccc1,-14,20%,-25%,-5,1%,-22%
O=C(NCc1ccco1)c1ccc(OCC2CCCO2)cc1 (configuration not stated),23,1%,·,20*,9%,0%
COc1ccc(NC(=O)CSc2ccc3nnc(-c4ccccn4)n3n2)c(OC)c1,-5,?,?,-2,·,9%
COc1ccc(NC(=O)C(C)Oc2ccc(/C(C)=N\O)cc2)cc1 (configuration not stated),-4,?,61%[activator],0,1%,-5%
CCOCCCn1c(=N)c(C(N)=S)cc2c(=O)n3cccc(C)c3nc21,-1,?,·,-1,?,-6%
Cc1cccc(NC(=O)Nc2c(C)n(C)n(-c3ccccc3)c2=O)c1C,-7,17%,114%[activator],3,·,1%
CCOC(=O)/C(=N/Nc1ccccc1)Sc1nnnn1-c1ccc(C)cc1,-11,18%,46%[activator],-2,-10%,-9%
CC(C)(O)C(=O)NNC(=S)Nc1ccc(F)c(Cl)c1,2,4%,31%[activator],2,9%,11%
O=S(=O)(c1cc(F)ccc1F)N1CCC2(CC1)OCCN2S(=O)(=O)c1cccs1,·,?,?,·,·,-16%
CCC(C)(C)n1nnnc1C(C(C)C)N1CCC(C(N)=O)CC1 (configuration not stated),-16,6%,·,-1,1%,-1%
Cc1nc2sccc2c(=O)n1N,5,12%,-10%,-3,1%,-1%
